Source: PubChem BioAssay
POLI inh – blocks human DNA polymerase iota activity. Q9UNA4. Pol iota fluorescent replication assay, 10 min. Potency, µM (highest dose often 115 µM), without a hit: at the top dose activity, negative = inhibition, most hits filed as inhibitors. 1% of 390,000 active; further: potency means the concentration at half of the fitted maximal effect
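Pol iota at 10 nM preincubated 15 min with compounds at room temperature; reaction started with fluorescent substrate, 50 nM final. Fluorescence read kinetically at 0 and 10 min; buffer-only wells as negative control.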
TRHR ag – TRH receptor (human) agonism. TRHR cells, calcium flux fluo-8, FDSS agonist mode. activation, % at 2 µM. 0.18% of 360,000 active. AID 493084; in the data active means activation above about 30%; further: 0% is about no effect
Target sequence (P34981 whole entry, looked up): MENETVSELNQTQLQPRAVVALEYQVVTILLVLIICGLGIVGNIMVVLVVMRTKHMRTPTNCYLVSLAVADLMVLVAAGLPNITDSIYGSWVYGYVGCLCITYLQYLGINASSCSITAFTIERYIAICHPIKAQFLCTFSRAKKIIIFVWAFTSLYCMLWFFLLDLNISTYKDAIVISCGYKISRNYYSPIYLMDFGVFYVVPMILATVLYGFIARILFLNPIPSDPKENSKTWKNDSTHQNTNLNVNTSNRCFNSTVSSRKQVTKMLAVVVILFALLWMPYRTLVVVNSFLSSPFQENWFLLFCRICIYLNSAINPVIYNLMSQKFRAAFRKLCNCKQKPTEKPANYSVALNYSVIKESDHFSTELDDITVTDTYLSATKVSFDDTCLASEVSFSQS
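Read-out: compound-evoked intracellular calcium rise in TRHR cells, fluo-8 dye, kinetic FDSS fluorescence at 1 s/cycle following a 10-cycle baseline. Cells cultured overnight before dye loading (30 min–1.5 h, RT).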
APEX1 inh – inhibitors of human APE1 endonuclease; Potency, µM (highest dose often 65.8 µM), inactives show top-dose activity change, negative = inhibition, actives largely listed as inhibitors; 0.35% of 350,000 active; P27695; AID 2517; recombinant APE1, TAMRA/BHQ-2 abasic DNA cleavage fluorescence;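 further: potency means the concentration at half of the fitted maximal effect; plate controls were vehicle for no effect and reference inhibitor for full effect; nearly all actives have a fitted effect of over 55% in size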
Target sequence (P27695 whole entry, looked up): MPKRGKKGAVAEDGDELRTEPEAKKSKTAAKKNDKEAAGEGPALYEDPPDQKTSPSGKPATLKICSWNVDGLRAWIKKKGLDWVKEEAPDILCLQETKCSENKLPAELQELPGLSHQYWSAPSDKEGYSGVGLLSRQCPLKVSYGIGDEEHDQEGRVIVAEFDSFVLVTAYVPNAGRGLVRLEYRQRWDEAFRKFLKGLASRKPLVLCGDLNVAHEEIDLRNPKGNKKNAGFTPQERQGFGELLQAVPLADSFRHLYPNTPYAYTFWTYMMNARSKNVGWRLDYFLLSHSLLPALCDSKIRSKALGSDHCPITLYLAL
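APE1 at 0.75 nM final was preincubated with compound 15 min at room temperature, then 50 nM double-stranded THF abasic-site substrate (5'-TAMRA/3'-BHQ-2) was added. Fluorescence (ex 525/em 598 nm) was read kinetically; third-minus-first read gave activity.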
ERG-DNA inh – inhibitors of human ERG Ets domain-DNA interaction; fluorescence polarization, His-ERG Ets domain / labelled DNA; Potency, µM (titrated, usually from 76.9 µM), for the others: at the highest dose FP activity, negative = inhibition, usual class: inhibitors; P11308; 0.028% of 370,000 active; AID 624246; active means well fitted inhibition curve with a large enough effect in the polarisation, with a control signal flat; inconclusive means small, poorly fitted or top-dose-only effect, or effect the other way, or a change in a side signal; inactive means no such curve, though single readings can be large or run the other way; the % refers to the polarisation;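 further: polarization taken with two DNA probes labelled with fluorescein and Texas red; potency means the concentration at half of the fitted maximal effect; % of control where 0% means no effect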
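His-tagged ERG Ets domain (1 uM in the protein solution; 300mM KCl, 50mM Tris-HCl, 1mM EDTA, 1mM DTT, pH 7.5) received compound, then a probe mix of 5 nM fluorescein-DNA and 100nM Texas-615-DNA. Fluorescence polarization was read for both dyes.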
BLM helicase inh – Bloom syndrome helicase (human) inhibition | P54132 | recombinant BLM DNA unwinding, fluorescence dequenching | AID 2528 | Potency, µM (titrated, usually from 56.1 µM), for the others: top-dose activity change, negative = inhibition, most hits filed as inhibitors | 0.2% of 350,000 active;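 further: potency means the concentration at half of the fitted maximal effect; plate controls were vehicle for no effect and no enzyme for full effect; nearly all actives have a fitted effect of over 35% in size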
Pol beta inh – inhibitors of human DNA polymerase beta; Potency, µM (highest dose often 114 µM), inactives show at the highest dose activity change, negative = inhibition, usual class: inhibitors; AID 485314; P06746; Pol beta primer extension/strand displacement, fluorescence kinetic; 1.3% of 340,000 active; further: potency means the concentration at half of the fitted maximal effect; on the % scale 0 is the no-effect control and ±100 the full control effect
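Homogeneous kinetic assay of primer extension and strand displacement by 10 nM Pol beta, preincubated 15 min at room temperature with compound before 50 nM substrate (final) was added. Read at 0 and 10 min; four-parameter Hill fit.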
POLK inh – blocks human DNA polymerase kappa activity; Q9UBT6; purified Pol kappa, fluorescent DNA synthesis assay, 10 min; Potency, µM (highest dose often 107 µM), inactives show at the highest dose activity, negative = inhibition, most hits filed as inhibitors; 0.53% of 400,000 active; further: potency means the concentration at half of the fitted maximal effect; on the % scale 0 is the no-effect control and ±100 the full control effect
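Kinetic fluorescence screen: compound preincubated 15 min RT with 10 nM enzyme; 50 nM substrate (final) initiates; reads at 0/10 min.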
12-LOX inh – inhibitors of human 12S-lipoxygenase ALOX12; P18054; purified 12hLO, xylenol orange hydroperoxide absorbance; Potency, µM (highest dose often 108 µM), inactives show top-dose activity change, negative = inhibition, most hits filed as inhibitors; 1.1% of 580,000 active; AID 1671190; further: potency means the concentration at half of the fitted maximal effect; on the % scale 0 is the no-effect control and ±100 the full control effect
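Purified human 12hLO (150 nM final) in 25 mM Hepes, 0.01% Triton X-100, pH 7.0 was preincubated 15 min at room temperature with compound. Then 40 uM arachidonic acid was added, 30 min. Hydroperoxide was read by Fe-XO absorbance ratio 573/405 nm.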
Anesthetic bind – candidate novel general anesthetic via apoferritin binding; Potency, µM (highest dose often 77.5 µM), for the others: at the top dose activity change, negative = displacement, hits mostly inhibitors; apoferritin/1-aminoanthracene competitive binding, fluorescence; 0.074% of 350,000 active; P02791; further: potency means the concentration at half of the fitted maximal effect; on the % scale 0 is the no-effect control and ±100 the full control effect; nearly all actives have a fitted effect of over 20% in size
Target sequence (P02791 2-175 limits assumed): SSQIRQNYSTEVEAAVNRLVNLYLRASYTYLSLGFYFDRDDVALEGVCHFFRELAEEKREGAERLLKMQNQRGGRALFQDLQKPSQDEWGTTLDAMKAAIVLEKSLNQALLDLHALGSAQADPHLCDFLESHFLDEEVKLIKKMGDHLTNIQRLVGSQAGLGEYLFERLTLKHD
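10 uM apoferritin + 50% sat. 1-AMA, PBS; cpd 10 min RT; Ex380/Em535 endpoint; normalized to free probe vs complex; 4-param Hill fit; propofol titration as pos. ctrl.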
* = called active by the depositor; ? = inconclusive; nt = no result given; & = joins results of further samples; [ ] = dose if it differs, or a comment. Unless noted, the call rests on the fitted dose curve; in most records, active means well fitted curve in the direction sought with a large enough effect; inconclusive means small, poorly fitted or top-dose-only effect, or another doubt; inactive means no such curve, though single readings can be large; an effect the other way counts as inactive or inconclusive.

SMILES	POLI inh	TRHR ag	APEX1 inh	ERG-DNA inh	BLM helicase inh	Pol beta inh	POLK inh	12-LOX inh	Anesthetic bind
CCOC(=O)c1c(CN2CCCCC2)n(C)c2ccc(OC)c(S(=O)(=O)c3ccccc3)c12	7%	0.0	-1%	2%	-2%	2%	-15%	0%	-9%
COC(=O)CC1(C(=O)OC)Oc2ccc(Br)cc2C(=O)N1c1cccc(Cl)c1Cl (stereo not drawn)	42%[activator]	-1.9	4%	11%	-10%	11%	4%	6%	4%
CCCn1c(=N)c(S(=O)(=O)c2ccccc2)cc2c(=O)n3ccccc3nc21	-19%[58.9 µM]	-1.2	0%	?	-2%	-1%	0%	?	-9%
Cc1cccc(Cc2ncc(C(F)(F)F)cc2Cl)c1	?	0.4	0%	-12%	-3%	91%	-5%	-8%	1%
COc1ccc(NC(=O)c2cccc(NC(=O)C(C)C)c2)c([N+](=O)[O-])c1	-7%	0.0	-5%	-2%	1%	-1%	-3%	-5%	0%
CCOC(=O)c1cnn(-c2ccc(F)cc2)c1N	20%	-0.7	1%	-7%	-6%	0%	1%[60.1 µM]	-19%	-3%
CCOCCCNS(=O)(=O)c1ccc(NC(=O)C2CC(=O)N(c3ccc(C)cc3)C2)cc1 (stereo not drawn)	20%	-0.6	2%	9%	-2%	0%	-16%	-15%	-8%
Cc1ccc(Cl)cc1N1CCN(C2(c3ccccc3)C(=O)c3ccccc3C2=O)CC1	14%	1.0	nt	0%	-5%	0%	16%	-10%	-13%
CCOC(=O)c1cn(CC2CC2)c2cc(F)c(F)cc2c1=O	6%	-0.8	-2%	0%	-2%	-1%	4%	0%	-6%
Clc1cccc(Cl)c1COc1ccccc1CNn1cnnc1	22%	0.6	4%	7%	-4%	1%	-11%	23%&31%	-13%
O=C(NCc1cccs1)C1CCCN1S(=O)(=O)c1ccccc1F (stereo not drawn)	21%	0.1	-2%	2%	-3%	33%	-12%	-9%	-6%
CCOc1ccc(S(=O)(=O)N(CC(=O)NC2CCCCC2C)Cc2ccco2)cc1 (stereo not drawn)	19%	0.4	19%	-3%	-1%	35%	-20%	-12%	-16%
COc1cccc(C(=O)Nc2ccc3c(C)cc(=O)oc3c2)c1	?	-0.2	-39%	6%	-8%	?	-10%	5%	2%
COCc1ccc(C(=O)N2CCCC(Nc3ccc4c(c3)OCCO4)C2)o1 (stereo not drawn)	21%	-0.2	18%	-11%	-6%	32%	-1%	-1%	-13%
CCOC(=O)C1CCN(Cc2ccc(OCc3ccccc3)cc2)CC1	6%	1.0	-7%	15%	-1%	4%	-2%	-18%	?
COc1cccc(C(=O)Nc2ccc(Cl)c(-c3nc4ccccc4[nH]3)c2)c1	10%	-1.2	nt	7%	-4%	-2%	8%	-9%	14%
COc1ccc(S(=O)(=O)n2cnc3ccccc32)cc1	104%[activator]	-0.1	-1%	-6%	1%	4%	0%	2%	-5%
C/C=C/c1ccc(OCC(=O)N(C)CC(=O)Nc2ccc(F)cc2)c(OC)c1	20%	-0.1	9%	nt	nt	nt	0%	7%	nt
C[C@H](CO)N1C[C@H](C)[C@@H](CN(C)S(=O)(=O)c2ccc(F)cc2)Oc2c(NC(=O)Nc3ccc4c(c3)OCO4)cccc2C1=O	-16%	nt	-4%	-8%	nt	nt	-11%	-27%	nt
O=C(O)C1NCCc2ccccc21 (stereo not drawn)	46%[activator]	-0.1	-1%	nt	2%	1%	-1%[60.1 µM]	-21%	-20%
Cc1cccc(NC(=O)CCS(=O)(=O)c2cc(Br)cc3c2N(C(=O)C2CC2)CC3)c1C	?	-1.0	nt	0%	3%	5%	?	-17%	-1%
COc1ccccc1NC(=O)CN1C(=O)C2(SCC(=O)N2c2ccc(C)c(C)c2)c2ccccc21 (stereo not drawn)	7%	-0.7	nt	3%	-3%	-2%	-9%	1%&2%	-4%
Cc1cc(C)cc(C(=O)OCC(=O)NCc2cccs2)c1	7%	-0.9	14%	-1%	0%	-1%	-14%	5%	-10%
C=CCn1c(C)cc(C(=O)COC(=O)c2cncc(Br)c2)c1C	-18%	1.3	-8%	-13%	nt	nt	-1%	-4%	nt
O=C(Oc1ccc2ccc(=O)oc2c1)c1ccco1	35%[activator]	-0.6	-3%	4%	-8%	-9%	4%	-12%	88%[activator]

Full records, quoted from the list:
Listed for C/C=C/c1ccc(OCC(=O)N(C)CC(=O)Nc2ccc(F)cc2)c(OC)c1 : POLI inh = 20%; TRHR ag = -0.1; APEX1 inh = 9%; ERG-DNA inh = nt; BLM helicase inh = nt; Pol beta inh = nt; POLK inh = 0%; 12-LOX inh = 7%; Anesthetic bind = nt
Listed for Clc1cccc(Cl)c1COc1ccccc1CNn1cnnc1 : POLI inh = 22%; TRHR ag = 0.6; APEX1 inh = 4%; ERG-DNA inh = 7%; BLM helicase inh = -4%; Pol beta inh = 1%; POLK inh = -11%; 12-LOX inh = 23%&31%; Anesthetic bind = -13%

7 neighbouring compounds from above:
SMILES	POLI inh	TRHR ag	APEX1 inh	ERG-DNA inh	BLM helicase inh	Pol beta inh	POLK inh	12-LOX inh	Anesthetic bind
CCOC(=O)c1c(CN2CCCCC2)n(C)c2ccc(OC)c(S(=O)(=O)c3ccccc3)c12	7%	0.0	-1%	2%	-2%	2%	-15%	0%	-9%
COC(=O)CC1(C(=O)OC)Oc2ccc(Br)cc2C(=O)N1c1cccc(Cl)c1Cl (stereo not drawn)	42%[activator]	-1.9	4%	11%	-10%	11%	4%	6%	4%
CCCn1c(=N)c(S(=O)(=O)c2ccccc2)cc2c(=O)n3ccccc3nc21	-19%[58.9 µM]	-1.2	0%	?	-2%	-1%	0%	?	-9%
Cc1cccc(Cc2ncc(C(F)(F)F)cc2Cl)c1	?	0.4	0%	-12%	-3%	91%	-5%	-8%	1%
COc1ccc(NC(=O)c2cccc(NC(=O)C(C)C)c2)c([N+](=O)[O-])c1	-7%	0.0	-5%	-2%	1%	-1%	-3%	-5%	0%
CCOC(=O)c1cnn(-c2ccc(F)cc2)c1N	20%	-0.7	1%	-7%	-6%	0%	1%[60.1 µM]	-19%	-3%
CCOCCCNS(=O)(=O)c1ccc(NC(=O)C2CC(=O)N(c3ccc(C)cc3)C2)cc1 (stereo not drawn)	20%	-0.6	2%	9%	-2%	0%	-16%	-15%	-8%

(cont.)
SMILES	POLI inh	TRHR ag	APEX1 inh	ERG-DNA inh	BLM helicase inh	Pol beta inh	POLK inh	12-LOX inh	Anesthetic bind
Cn1cnc(S(=O)(=O)N2CCCC(C(=O)Nc3ccc(F)cc3Cl)C2)c1 (stereo not drawn)	43%[activator]	0.1	nt	-1%	2%	5%	-4%[60.1 µM]	-24%	1%
CC12CCC=CC1C(c1cccc([N+](=O)[O-])c1)N(Cc1ccccc1)C2=O (stereo not drawn)	-24%	nt	-2%	nt	-7%	nt	-23%	nt	?
COc1cccc(NC(=O)C(CCSC)NC(=O)C2CCC(C)CC2)c1 (stereo not drawn)	-8%	0.1	nt	0%	0%	-10%	6%	-1%&1%	-24%
CN1c2ccccc2C(=O)N2CCc3c([nH]c4ccccc34)C21 (stereo not drawn)	-18%	nt	9%	nt	4%	nt	3%	?	-14%
Cc1oc(-c2cccc(Cl)c2)nc1CS(=O)(=O)CC(=O)NC1CCCC1	-6%	-0.2	6%	-5%	-3%	1%	7%	-16%	-9%
O=C(c1cccc(NS(=O)(=O)c2cccc([N+](=O)[O-])c2)c1)N1CCOCC1	70%[activator]	0.5	0%	3%	1%	-1%	-14%	-16%	-8%
O=c1cc(-c2ccc([N+](=O)[O-])cc2)nc2cc(-c3ccc(F)cc3)[nH]n12	?	-0.1	3%	8%	-15%	-1%	-16%	20µM*	-4%
COc1ccc(CNC(=O)C2(CC3CC(c4ccccc4)=NO3)CCN(C(=O)C3CCCC3)CC2)cc1 (stereo not drawn)	17%	-1.7	-12%	1%	-5%	25%	4%	2%	39%[activator]
CCOC(=O)C1=C(CC)NC2=C(C(=O)CCC2)C1c1ccc(OC)c(OC)c1 (stereo not drawn)	12%	0.0	2%	1%	-3%	6%	-9%	6%	-1%
CCOc1ccc(NC(=O)Cc2ccc(-n3c(C)nc4cccnc43)cc2)cc1	0%	-1.0	nt	-4%	-2%	-19%	-7%	-13%	-16%
CCOc1ccccc1N(C(=O)c1ccccc1Cl)C1=NC(C)(C)CS1	162%[activator]	-0.8	-2%	-4%	-1%	22%	-12%	-1%	-18%
CCCCNC(=O)C1CCCN(S(=O)(=O)CCC)C1 (stereo not drawn)	-6%	-0.1	nt	-3%	-4%	33%	-4%[60.1 µM]	-27%	8%
CC(=O)c1ccc(OC(=O)CN2C(=O)c3ccccc3C2=O)cc1	-5%	-0.6	21%	7%	-12%	4%	2%	7%	-7%
COc1ccc(-c2sc3ccc(N4CCOCC4)cc3c2C#CCO)cc1	?	nt	16%	-2%	nt	nt	-3%	20µM*	nt
Cn1nc(C(=O)N2CCc3ccccc3C2)c2ccccc2c1=O	1%	0.2	3%	-10%	-4%	-17%	-1%	5%	-17%
COc1ccc(NC(=O)CCS(=O)(=O)c2ccc(Cl)cc2)cc1	45%[activator]	-1.9	6%	1%	-6%	42%	1%	23%	10%
Cc1cccc(C(=O)Nc2ccccc2SCc2cc(=O)c3cccc(C)c3[nH]2)c1	-6%	-0.5	nt	8%	3%	-19%	-12%[60.1 µM]	-28%	-9%

This is a subset. The share of hits here may be higher or lower than overall.
